Screening data: PubChem BioAssay, several laboratories
iPSC survival up: increases survival of single human iPS cells; hiPSC single-cell survival, ATPlite luminescence; 100% = ROCK inhibitor wells, 0% = DMSO; survival enhancement, % at 20 µM; 360,000 compounds, 0.044% hits; in the data active means survival enhancement above about 18%;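 further: cells exposed to compounds for 16 hours before the ATP read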
MC4R barr agon: activates human MC4R beta-arrestin recruitment; 360,000 compounds, 0.98% hits; activation, % at 8.9 µM; U2OS MC4R beta-arrestin complementation, luminescence; percent of melanotan II response, DMSO zero; AID 540308; P32245;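 active means activation above a per-plate cutoff, the mean activation of sample wells on that plate plus 3 SD, cut at about 8% in these data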
ABCB6 inh MLPCN: human ABCB6 transporter inhibition; Q9NP58; K562-ABCB6 porphyrin accumulation, flow cytometry, 1 h; active compounds read low; fluorescence ratio to DMSO, % at 10 µM; 360,000 compounds, 0.19% hits;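 active means fluorescence ratio to DMSO below 75%, the collection mean minus 3 SD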;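 further: signal is porphyrin accumulated inside mitochondria; 100% equals median channel fluorescence of DMSO control wells; lower ratio means ABCB6 inhibition with less porphyrin fluorescence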
Target sequence (Q9NP58 whole entry, looked up): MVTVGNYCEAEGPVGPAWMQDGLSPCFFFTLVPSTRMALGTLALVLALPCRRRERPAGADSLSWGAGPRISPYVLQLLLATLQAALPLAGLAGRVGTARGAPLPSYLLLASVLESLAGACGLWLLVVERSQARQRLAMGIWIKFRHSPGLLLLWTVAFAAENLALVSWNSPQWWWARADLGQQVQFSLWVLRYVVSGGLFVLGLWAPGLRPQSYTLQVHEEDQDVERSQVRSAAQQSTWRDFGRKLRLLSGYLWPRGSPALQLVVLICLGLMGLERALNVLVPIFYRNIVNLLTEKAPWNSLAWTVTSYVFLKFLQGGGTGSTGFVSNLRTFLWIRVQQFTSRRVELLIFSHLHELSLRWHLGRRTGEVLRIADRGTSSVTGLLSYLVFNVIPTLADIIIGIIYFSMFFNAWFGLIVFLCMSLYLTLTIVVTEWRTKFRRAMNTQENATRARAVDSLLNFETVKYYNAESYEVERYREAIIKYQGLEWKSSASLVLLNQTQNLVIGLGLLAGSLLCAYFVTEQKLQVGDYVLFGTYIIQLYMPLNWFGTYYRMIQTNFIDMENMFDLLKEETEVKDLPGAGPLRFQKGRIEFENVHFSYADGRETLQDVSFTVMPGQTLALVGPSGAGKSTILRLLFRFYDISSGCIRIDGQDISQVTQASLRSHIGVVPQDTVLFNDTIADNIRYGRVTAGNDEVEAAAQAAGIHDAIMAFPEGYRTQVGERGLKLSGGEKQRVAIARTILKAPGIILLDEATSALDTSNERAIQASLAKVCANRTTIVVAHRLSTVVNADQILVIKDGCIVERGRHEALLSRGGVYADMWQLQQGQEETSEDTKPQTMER
N-glyco inh: blocks N-linked glycosylation in D54 reporter cells; D54 ERlucT glycosylation luciferase reporter, 24 h; percent of 100 nM tunicamycin response; reporter increase, % at 12.5 µM; 360,000 compounds, 0.23% hits; AID 588692;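 active means mean luciferase reporter signal, scaled so untreated is 0 and the glycosylation-blocking control 100, at or above a set limit in every replicate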;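 further: luciferase carries N-glycosylation sites so blocking glycosylation raises the light; 0% = median of neutral control wells and 100% = median of 100 nM tunicamycin wells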
Cardio protect: protects H9c2 cardiomyocytes from peroxide injury. H2O2 injury protection, ATPLite, 2 h. protection from H2O2 cell death, % at 20 µM. 360,000 compounds, 0.63% hits. AID 588492;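 active means compounds giving at least 50% protection of heart cells from peroxide-induced death in the single-dose screen, raw or plate-pattern-corrected value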;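 further: 0% = DMSO wells with peroxide and 100% = DMSO wells without peroxide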
Exocytosis inh: blocks lytic granule exocytosis; inhibition, % at 10 µM; 360,000 compounds, 0.66% hits; TALL-104 LAMP-1 surface exposure, flow cytometry; cells stimulated with thapsigargin and PMA;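 active means inhibition above about 55%, limit read from the data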
MC4R antagonist: antagonists of human melanocortin 4 receptor (MC4R); inhibition, % at 6.5 µM; MC4R-expressing cells, MTII-stimulated cAMP, LANCE TR-FRET; 360,000 compounds, 0.48% hits;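 active means inhibition above its plate's cutoff, the mean of tested wells on that plate plus 3 SD, cut at about 29% in these data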;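 further: 0% = Melanotan II alone and 100% = Melanotan II plus saturating MCL0020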
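System – human MC4R-expressing U2OS cells · Also added – Melanotan II · Dosing – one concentration, 6.5 µM nominal · Timing – 30-min compound, 1-h challenge, 1-h detection, room temperature · Measured by – Eu-cAMP/anti-cAMP TR-FRET, emission 671 nm · Replicates – singlicate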
aDG glyco act: alpha-DG glycosylation activation; Pro5-aDG cells, alpha-DG glycosylation AlphaScreen (IIH6); 0% Pro5, 100% B10-LARGE cell signal; activation, % at 10 µM; 360,000 compounds, 0.22% hits;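 active means activation of at least 8% versus controls, or a plate z-score of at least 8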;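 further: Pro5 are CHO cells carrying HIG-tagged alpha-DG that lacks glycosylation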
m5-HT2A agonist: agonists of mouse serotonin 5-HT2A receptor (HTR2A); P35363; CHO-K1 mHTR2A beta-arrestin complementation, luminescence; percent of 30 µM serotonin response; activation, % at 7.6 µM; 360,000 compounds, 0.66% hits; AID 624169;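 active means activation above a run cutoff, the mean activation of all tested compounds plus 3 SD, cut at about 14% in these data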;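 further: 0% = plate median of compound wells and 100% = 30 µM serotonin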
ABHD5-PLIN5 inh: inhibitors of human ABHD5-perilipin-5 interaction; Q00G26+Q8WTS1; Split G. princeps luciferase complementation, luminescence, 4 h; inhibition, % at 4 µM; 360,000 compounds, 0.78% hits;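 active means inhibition above the mean inhibition across every tested compound plus 3 SD, cut at about 22% in these data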;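 further: 0% = DMSO only wells and the 100% control is not disclosed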
Starred values were filed as active, the others as inactive; · = not tested or not shown. Rows are unselected; any-hit rate near 4.5%.

entry	molecule	iPSC survival up	MC4R barr agon	ABCB6 inh MLPCN	N-glyco inh	Cardio protect
1	CN1C=CC=C/C1=C1\SC(=S)N(C2CCCCC2)C1=O	0.6	0.1	98	0	6
2	Cc1ccc(C)c(C(O)c2ncc(-c3ccc(F)cc3)[nH]2)c1 (stereo unspecified)	-1.9	0.9	98	-1	-4
3	COc1ccccc1C(O)c1ncc(-c2cccc3ccccc23)[nH]1 (stereo unspecified)	-1.3	-0.2	90	1	6
4	O=c1[nH]c2ccc(F)cc2[nH]c1=O	-0.3	-1.9	101	2	-2
5	Cc1ccc(NC(=O)CN(c2ccc(Cl)cc2)S(=O)(=O)c2cc([N+](=O)[O-])ccc2Cl)cc1	-0.7	3.4	101	5	-6
6	CCOC(=O)C1CCN(C(=S)NC(=O)c2cccs2)CC1	0.2	-0.9	167	1	-3
7	CN(c1ccc(C(=O)NCCSC(C)(C)C)cc1)S(C)(=O)=O	6.1	0.4	82	-2	4
8	Nc1c(N(CCC2=CCCCC2)C(=O)c2ccccc2F)c(=O)[nH]c(=O)n1Cc1ccccc1	4.8	-0.5	100	5	3
9	N#C/C(=C/c1ccc(F)cc1)c1nc(CCN2C(=O)c3ccccc3C2=O)cs1	0.1	0.9	103	-2	13
10	Cc1ccn2c(NC3CCCCC3)c(C)nc2c1	0.6	0.0	97	0	-8
11	O=C(Nc1ccc(C(=O)NCCCN2CCN(c3ccc(F)cc3)CC2)cc1)C1=CSCCO1	0.0	-2.1	91	-1	-1
12	c1ccc2c(c1)nc(-c1ccncc1)n2CCNc1nc(CN2CCCCC2)cs1	-2.0	-1.2	92	2	-3
13	CN(Cc1cccs1)C(=O)CSc1nc2ccccc2[nH]1	0.1	-0.3	101	2	-11
14	Cc1cccc(NC(=O)C2CCN(S(=O)(=O)c3c(C)noc3C)CC2)c1	3.1	-0.9	97	2	5
15	COc1ccc(/C=N/NC(=O)c2cccnc2)cc1CN1CCc2ccccc2C1	0.0	2.7	99	1	69*

entry	Exocytosis inh	MC4R antagonist	aDG glyco act	m5-HT2A agonist	ABHD5-PLIN5 inh
1	0	9	-0.4	0	-2
2	-1	7	0.1	-3	0
3	0	2	0.9	-3	9
4	1	-3	0.4	-1	-6
5	10	2	-0.1	10	1
6	1	-2	-0.1	0	-1
7	-10	-4	-0.1	0	9
8	-6	2	0.6	4	-4
9	-2	7	-0.3	3	3
10	1	6	0.4	-3	7
11	25	-7	-0.1	-3	4
12	0	-2	0.0	3	-16
13	-1	-4	0.0	-3	-4
14	-1	6	0.2	-2	0
15	-3	5	-0.2	-3	4

(next part)
entry	molecule	iPSC survival up	MC4R barr agon	ABCB6 inh MLPCN	N-glyco inh	Cardio protect
16	Cc1ccc(-c2nn(-c3ccccc3)cc2/C=N/NC(=O)c2ccc3c(c2)OCO3)cc1	-1.8	-0.7	93	5	43
17	CC(=O)c1c(O)cc(=O)oc1-c1ccc(C)cc1	-0.5	-1.8	103	2	0
18	COc1ccc(Cl)cc1NC(=O)c1cccc(NC(=O)CCC(=O)O)c1	-1.2	-1.8	97	-2	5
19	CSCCC(C(=O)Nc1c(C)cccc1C)N1CCN(c2ccc(C(F)(F)F)cn2)CC1 (stereo unspecified)	0.0	·	98	2	-3
20	CN(CP(=O)(O)CCc1ccccc1)S(C)(=O)=O	-3.5	-2.3	106	1	0
21	Clc1ccc(-c2nc3ccccn3c2CN2CCOCC2)cc1	-0.9	-0.6	93	2	11
22	COc1ccccc1/C=C(/CC(=O)NCc1ccc2c(c1)OCO2)c1nc2ccccc2s1	0.1	0.2	106	2	24
23	Nn1c(SCC(=O)NC(=O)Nc2ccc3c(c2)OCCO3)nnc1C1CC1	-0.8	-3.3	103	3	-5
24	Cc1ccc(S(=O)(=O)N(C)C)cc1NC(=O)C(C)OC(=O)c1ccc2c(c1)OCCO2 (stereo unspecified)	0.1	-2.8	100	-1	2
25	O=C1C2CCCCC2C(=O)N1c1nccs1 (stereo unspecified)	-0.3	-1.2	102	0	3
26	CCc1c(C)nc2ncnn2c1Nc1ccc(C)cc1	1.3	-1.2	98	0	-7
27	Cc1n[nH]c(=S)n1/N=C/c1ccc(-c2ccccc2[N+](=O)[O-])o1	0.4	-2.1	109	3	-3
28	CCOC(=O)C1CCCN(C(=O)c2ccc3c(c2)NC(=O)C(N2CCOCC2)S3)C1 (stereo unspecified)	2.9	-0.3	96	2	6
29	O=C(c1cccc(Cl)c1)N1CCC2CC1c1cc(-c3ccc(F)cc3)ccc12 (stereo unspecified)	4.1	2.2	99	-1	-15
30	COC(=O)c1oc2ccc(Br)cc2c1NC(=O)CCN1CCOCC1	-3.0	-0.8	92	1	8

entry	Exocytosis inh	MC4R antagonist	aDG glyco act	m5-HT2A agonist	ABHD5-PLIN5 inh
16	0	4	-0.3	-6	-4
17	-2	3	-0.2	-5	-1
18	-3	3	-0.2	8	2
19	5	·	-0.1	-1	-3
20	-3	7	0.0	-4	-2
21	-3	-4	0.1	0	4
22	-2	8	-0.3	-3	1
23	-7	23	0.2	3	-4
24	-4	2	-0.3	1	-2
25	-1	5	-0.2	0	-2
26	0	1	0.0	-2	-4
27	-9	-5	-0.1	1	-13
28	0	-1	0.1	-1	-5
29	1	11	0.0	-3	1
30	0	9	0.2	2	5

Later entries
entry	molecule	iPSC survival up	MC4R barr agon	ABCB6 inh MLPCN	N-glyco inh	Cardio protect
31	Cc1cc(C(=O)Nc2ccc(CC(=O)O)cc2)c(C)o1	0.1	0.0	98	0	-6
32	Cc1ccc(CNC(=O)CN(c2ccc(Cl)cc2)S(C)(=O)=O)cc1	-0.6	0.6	100	-1	8
33	COC(=O)c1cccc(NC(=O)NC(=O)c2ccccc2Cl)c1	-0.5	2.0	101	-5	-1
34	Cc1csc(SCC(=O)Nc2cccc(C)c2C)n1	-0.8	-0.4	103	-3	10
35	COc1ccc(CNc2n[nH]c(NCc3ccc(OC)c(OC)c3)n2)cc1OC	-1.9	-1.6	92	2	12
36	Cc1ccc(S(=O)(=O)c2c(N)n(NC(=O)c3ccccc3C)c3nc4ccccc4nc23)cc1	8.6	2.4	96	2	-4
37	Cc1ccc(S(=O)(=O)Nc2ccc(O)c(S(=O)(=O)c3ccc(C)cc3)c2)cc1	-0.4	-0.8	99	·	-2
38	COc1cccc2cc(C(=O)OCC(=O)NC3CCCC(C)C3C)c(=O)oc12 (stereo unspecified)	-1.4	0.0	102	-1	12
39	CC(C)C(NC(=O)c1ccc(F)cc1)C(=O)N1CCN(C(=O)c2ccco2)CC1 (stereo unspecified)	4.8	-0.1	100	-1	2
40	CC(C)OCCCn1c(SCC(=O)N2CCCC2=O)nc2ccccc2c1=O	-0.4	-0.3	97	0	0
41	CC#CCN1c2ccccc2[C@]23C[C@@H](C(=O)OC)N(C(=O)NC4CCCCC4)C2=NC(C(=O)OC)=C(C(=O)OC)[C@H]13	-2.7	0.1	96	-2	14
42	Cc1ccc(CNC(=O)CCc2nc3ccccc3c(=O)[nH]2)cc1	-1.6	-0.1	98	0	51*
43	Cc1c(CN2CCN(C)C(CCO)C2)[nH]c2c(Cl)cccc12 (stereo unspecified)	-0.3	0.5	100	1	5
44	CC[C@]1(C(=O)OC)[C@H]2C(=O)N(C)C(=O)[C@H]2[C@H]2CN(C)C(=NC)N21	2.5	-1.2	101	2	12
45	O=C(NCc1ccc(Cl)cc1)c1cc(-c2cccs2)on1	-0.5	0.4	104	-1	-8

entry	Exocytosis inh	MC4R antagonist	aDG glyco act	m5-HT2A agonist	ABHD5-PLIN5 inh
31	7	-2	0.1	2	3
32	2	12	0.1	2	-6
33	-4	-2	-0.1	1	0
34	-13	4	-0.1	-2	-6
35	-1	2	-0.2	-2	-6
36	0	13	0.2	2	-7
37	1	6	0.0	-6	-6
38	14	2	0.0	-2	0
39	23	-1	-0.2	-2	-9
40	0	7	-0.3	-6	2
41	1	2	-0.2	-2	3
42	0	7	0.1	0	5
43	9	0	-0.1	5	6
44	3	9	0.1	2	2
45	-4	3	0.0	-4	-2

Whole records from above:
Profile of Cc1ccn2c(NC3CCCCC3)c(C)nc2c1 → iPSC survival up: 0.6; MC4R barr agon: 0.0; ABCB6 inh MLPCN: 97; N-glyco inh: 0; Cardio protect: -8; Exocytosis inh: 1; MC4R antagonist: 6; aDG glyco act: 0.4; m5-HT2A agonist: -3; ABHD5-PLIN5 inh: 7
Profile of CCc1c(C)nc2ncnn2c1Nc1ccc(C)cc1 → iPSC survival up: 1.3; MC4R barr agon: -1.2; ABCB6 inh MLPCN: 98; N-glyco inh: 0; Cardio protect: -7; Exocytosis inh: 0; MC4R antagonist: 1; aDG glyco act: 0.0; m5-HT2A agonist: -2; ABHD5-PLIN5 inh: -4

Further records follow.
entry	molecule	iPSC survival up	MC4R barr agon	ABCB6 inh MLPCN	N-glyco inh	Cardio protect
46	CCOc1ccc(C(=O)Nc2cccc(SC)c2)cc1	-3.2	3.0	97	-5	-17
47	CCOc1ccc(NC(=O)CSc2nnc(-c3ccccc3)n2N)cc1	0.0	-1.8	152	1	-2
48	CCc1ccc(CN2CCC(Oc3cc(C(=O)NC4CC4)ccc3OC)CC2)cc1	1.1	1.2	95	1	8
49	Cc1nc2ccc(NC(=O)c3cccc(S(=O)(=O)N4CC(C)OC(C)C4)c3)cc2s1 (stereo unspecified)	0.7	0.2	88	-2	-17
50	CCOC(=O)N1CCC(Nc2nc3ccccc3n3cnnc23)CC1	1.2	0.1	97	2	10
51	O=C(Nc1cccc2ccccc12)c1cccc([N+](=O)[O-])c1	-0.5	-0.2	91	0	-2
52	COc1ccc(CCN(C)C(=O)Cn2c(=O)oc3ccccc32)cc1OC	-0.4	1.7	105	1	-4
53	O=C(CN1C(=O)NC(c2ccccc2)(c2ccccc2)C1=O)NCc1ccc(F)cc1	0.4	-1.7	105	-1	-6
54	Cc1ccc(S(=O)(=O)N(C)Cc2ccc(C(=O)NN=C(CC(C)C)CC(C)C)cc2)cc1	1.6	-0.4	104	-1	0
55	O=C(COc1ccc(F)c(Cl)c1)NC(=O)NC1CCCC1	4.3	1.0	96	2	5
56	CCCOc1ccc(N2C(=O)CC(N3CCN(S(=O)(=O)c4ccccc4)CC3)C2=O)cc1 (stereo unspecified)	-0.7	-1.8	101	0	-3

entry	Exocytosis inh	MC4R antagonist	aDG glyco act	m5-HT2A agonist	ABHD5-PLIN5 inh
46	1	-8	0.3	0	3
47	-1	1	-0.2	-3	0
48	3	-2	1.0	-9	0
49	-2	2	1.5	0	5
50	2	6	0.6	-7	-1
51	-8	-3	0.0	-5	-6
52	-3	3	0.1	1	2
53	0	10	0.0	3	0
54	-9	0	-0.4	1	-3
55	-1	2	0.0	-2	-6
56	39	6	0.0	-3	-1
